Source: PubChem (National Center for Advancing Translational Sciences (NCATS))
D1 antagonist = blocks dopamine activation of the human D1 receptor; 360,000 compounds, 3.2% hits; activity change, negative = inhibition, % at 10 µM; HEK293 TREx D1 cells, calcium flux, dopamine EC80; active compounds read low; in the data active = activity change below about -30%; also: % is scaled to controls: 0 for no effect and ±100 for the full control effect
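Allosteric or orthosteric antagonism assessed as attenuation of the calcium response to EC80 dopamine, added 180 s after compound, in induced HEK293 Trex D1 cells loaded with no-wash calcium dye.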
RXFP1 agonist = activates the human relaxin receptor RXFP1 | HEK293T-RXFP1 cAMP TR-FRET, 30 min; response scale: percent of porcine relaxin response, buffer zero | Potency, µM (highest dose often 57.5 µM), for the others: at the top dose activation, hits mostly activators | 370,000 compounds, 0.3% hits | AID 2676; also: potency is read from the fitted curve at half-maximal effect; % is scaled to controls: 0 for no effect and ±100 for the full control effect; nearly all actives have a fitted effect of over 60% in size; many of its hits are not listed in these tables
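HEK293 cells stably expressing RXFP1, treated 30 min at 37C with compounds plus PDE4 inhibitor Ro 20174; cAMP measured by HTRF TR-FRET. Normalized to buffer and 29 nM porcine relaxin; EC50 by Hill fit.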
Vif-A3G inh = Vif-A3G binding inhibition; Q9HC16; HeLa A3G-eYFP + Vif (tagged APOBEC3G with the HIV-1 protein that degrades it), YFP fluorescence, overnight; Potency, µM (titrated, usually from 46.1 µM), for inactives: at the highest dose activity, negative = active, most hits filed as inhibitors; 410,000 compounds, 0.076% hits;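 also: potency is read from the fitted curve at half-maximal effect; % is scaled to controls: 0 for no effect and ±100 for the full control effect; nearly all actives have a fitted effect of over 60% in size; hits raise eYFP signal because A3G escapes Vif-driven loss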
Target sequence (Q9HC16 whole entry, looked up): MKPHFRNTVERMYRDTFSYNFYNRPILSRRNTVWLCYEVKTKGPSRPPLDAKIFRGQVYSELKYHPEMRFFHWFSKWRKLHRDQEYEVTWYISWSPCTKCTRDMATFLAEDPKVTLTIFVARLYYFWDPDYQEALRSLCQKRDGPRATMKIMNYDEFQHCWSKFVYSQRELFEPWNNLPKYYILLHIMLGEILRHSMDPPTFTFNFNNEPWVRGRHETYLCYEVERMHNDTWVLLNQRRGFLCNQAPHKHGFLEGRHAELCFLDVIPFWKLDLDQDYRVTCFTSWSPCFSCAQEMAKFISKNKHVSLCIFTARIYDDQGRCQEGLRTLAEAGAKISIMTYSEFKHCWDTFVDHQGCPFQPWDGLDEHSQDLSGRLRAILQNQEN
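HeLa cells stably expressing Vif and C-terminally eYFP-tagged A3G, seeded overnight at 37 deg C, then exposed to compound by pintool overnight at 37 deg C. Rise in yellow fluorescence (Ex 488/Em 500-530, Acumen) marks blocked Vif-driven A3G degradation.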
GRP78 ERSR act = induces the endoplasmic reticulum stress response in human glioma cells; U87-MG GRP78 promoter luciferase reporter, 16 h; Potency, µM, for the others: at the top dose activation, hits mostly activators; 420,000 compounds, 0.02% hits; AID 602332; also: potency is read from the fitted curve at half-maximal effect; series mostly up to about 76 µM; % of control where 0% means no effect; nearly all actives have a fitted effect of over 35% in size
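ERSR induction read as luciferase luminescence (Bright-Glo, 10 min at room temperature) in stably transfected human U87-MG glioma cells exposed to compounds for 16 h, using GRP78 as sensor.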
D1 potentiator = potentiators of human D1 dopamine receptor. potentiation, % at 10 µM. HEK293 TREx D1 cells, calcium flux, dopamine EC20 potentiation. AID 504651. 360,000 compounds, 0.036% hits. P21728; in the data active = potentiation above about 30%; also: 0% is about no effect
Vif-A3F inh = blocks the Vif interaction with APOBEC3F; HeLa A3F-eYFP + Vif (tagged APOBEC3F with the HIV-1 protein that degrades it), YFP fluorescence increase; Potency, µM (top dose mostly 46.1 µM), inactives show at the top dose activity, negative = active; AID 602313; 390,000 compounds, 0.2% hits; also: potency is read from the fitted curve at half-maximal effect; % of control where 0% means no effect; nearly all actives have a fitted effect of over 65% in size
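Fluorescence increase (Ex 488/Em 500-530) after overnight compound treatment at 37 deg C flags inhibition of Vif-driven A3F-eYFP loss in stable HeLa A3F-eYFP/Vif cells seeded overnight beforehand.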
LDHA block = blocks human lactate dehydrogenase A; P00338; purified LDHA, NADH/diaphorase-resazurin fluorescence; active compounds read low; activity change, % (values are at about 110 or 230 µM); 480,000 compounds, 0.15% hits; AID 1347041; in the data active = activity change below about -30%; inconclusive = mostly about -25% to -30%;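 also: plate controls were DMSO wells for no effect and wells without enzyme for full effect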
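Remaining NADH was detected by diaphorase (0.133 mg/mL) converting 37 µM resazurin to fluorescent resorufin, read at 0 and 20 minutes. The preceding 5-minute room-temperature reaction used 2 nM LDHA, 0.2 mM sodium pyruvate and 0.06 mM NADH at pH 7.4.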
D1 ag = human D1 receptor agonism; activation, % at 2 µM; 360,000 compounds, 1% hits; HEK293 T-REx D1 cells, calcium flux, agonist mode; P21728; in the data active = activation above about 30%; also: 0% is about no effect
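Tetracycline-induced HEK293 TREx D1 cells, force-coupled to calcium signalling, were dye-loaded with a no-wash calcium kit. Compound was pin-added after a 10 s baseline. Fluorescence was read kinetically at 1 cycle/s for 180 s, with calcium rises flagged as agonism.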
D2 PAM = positively modulates the human D2 dopamine receptor allosterically; P14416; HEK293 T-REx D2, calcium flux, EC20 dopamine potentiation; potentiation, % at 10 µM; 340,000 compounds, 0.34% hits; AID 485347;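 active = potentiation over 3 SD above the plate norm, cut at about 30% in these data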; also: 0% is about no effect
Target sequence (P14416 whole entry, looked up): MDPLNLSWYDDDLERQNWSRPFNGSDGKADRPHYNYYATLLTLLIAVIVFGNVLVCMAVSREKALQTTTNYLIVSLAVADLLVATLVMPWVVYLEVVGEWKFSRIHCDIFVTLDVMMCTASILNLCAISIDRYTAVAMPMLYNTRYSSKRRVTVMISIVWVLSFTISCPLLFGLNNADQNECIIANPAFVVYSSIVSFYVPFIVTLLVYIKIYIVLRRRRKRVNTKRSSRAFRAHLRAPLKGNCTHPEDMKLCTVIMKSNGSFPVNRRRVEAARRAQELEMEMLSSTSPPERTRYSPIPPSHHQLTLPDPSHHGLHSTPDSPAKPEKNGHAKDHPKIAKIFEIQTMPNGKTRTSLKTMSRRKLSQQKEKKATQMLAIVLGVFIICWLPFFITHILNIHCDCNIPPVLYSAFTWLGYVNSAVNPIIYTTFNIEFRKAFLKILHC
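Primary screen. Calcium kinetics in induced HEK293 T-REx D2 cells: compound pre-addition 180 s, EC20 dopamine, 180 s more.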
* hit, by the source's call; u = inconclusive; x = no result given; & = joins results of further samples. Unless noted, calls follow the shape of the dose curve; as a rule, active = well fitted curve in the direction sought with a large enough effect; inconclusive = small, poorly fitted or top-dose-only effect, or another doubt; inactive = no such curve, though single readings can be large; an effect the other way counts as inactive or inconclusive. Some of the compounds tested. The share of hits here may be higher or lower than overall.

Second line of a record – D1 ag	Vif-A3G inh	Vif-A3F inh	GRP78 ERSR act	D1 antagonist	D2 PAM	LDHA block	D1 potentiator	RXFP1 agonist
- CCCCCC(=O)Nc1cccc(C2=NOC3(C2)C[C@@H](C(N)=O)N(C(=O)c2cc([N+](=O)[O-])cc([N+](=O)[O-])c2C)C3)c1 (some centres undefined)
  5	0%	4%	0%	5	-8	8	-2	-1.0%
- Cc1ccccc1Nc1nc(C#N)nc(NC2CCCC2)n1
  3	x	x	x	-13	x	-1	-5	x
- CCOC(=O)N1CCC2(CC1)NCCc1c2[nH]c2ccccc12
  5	-4%	-6%	-4%	-21	-9	1	-2	-3.5%
- CCOC(=O)CSc1nnc(NC(=O)CCc2ccccc2)s1
  1	3%	-6%	-12%	-10	23	-9	-1	0.3%
- C/C(CCN1CCCCc2nc(C)c(C)cc21)=N\O[C@@H](C)c1cn([C@H](CO)Cc2ccccc2)nn1
  -4	x	x	0%&-2%	17	6	x	-5	1.1%
- C[C@]12C=CC(=O)C=C1CC[C@@H]1[C@@H]2C(=O)C[C@@]2(C)[C@H]1CC[C@]2(O)C(=O)COC(=O)CCC(=O)O
  2	1%	-9%	-4%	-6	0	-6	-1	2.0%
- COc1ccc(CCNC(=O)CN2CCN(S(=O)(=O)c3ccc(Cl)cc3)CC2)cc1OC
  3	0%	0%	1%	-9	5	0	-3	-0.7%
- COC(=O)CSc1nc(-c2ccccc2)c2c(c1C#N)CCCC2
  2	-5%	-7%	-2%	-3	4	2	5	5.3%
- O=C(c1ccccc1)N1CCN(C2c3cccc4cccc(c34)C2NS(=O)(=O)c2ccccc2)CC1 (centres undefined)
  5	2%	-2%	-5%	-7	7	-6	-3	0.4%
- CC(Oc1ccc2c3c(c(=O)oc2c1)CCC3)C(=O)NCC1CCC(C(=O)O)CC1 (centres undefined)
  0	2%	4%	1%	9	6	-6	-3	3.2%
- Cc1cc(C(=O)N2CCCC(N3CCN(c4cccc(Cl)c4)CC3)C2)n(C)n1 (centres undefined)
  6	0%	5%	-5%	15	7	-9	-4	-3.1%
- CC(C)CN1CC(Br)C(=O)NC1=O (centres undefined)
  x	2%	4%	-3%	x	x	-7	x	x
- CC1CCN(c2c(NCC3CCC(C(=O)NCCc4ccc(Cl)cc4)CC3)c(=O)c2=O)CC1 (centres undefined)
  1	2%	2%	-4%	-12	-3	-4	-1	-1.9%
- CCN(Cc1ccccc1)C(=O)C1CCN(CC2CC=CCC2)CC1 (centres undefined)
  8	-3%	2%	-5%	-6	-7	-19	-5	0.8%
- CCOc1ccc(OCC(O)CNC2CCN(Cc3ccccc3)CC2)cc1 (centres undefined)
  22	2%	-21%	-3%	1	-7	-3	2	-0.5%
- CCOc1ccccc1NC1=C(Cl)C(=O)N(c2ccc(OC)cc2)C1=O
  7	-2%	2%	2%	8	10	-4	-3	-0.7%
- CCc1ccc(S(=O)(=O)N(C(=O)Oc2ccccc2)c2ccc3oc(C)c(C(=O)OC)c3c2)cc1
  1	-8%	1%	-3%	0	-2	-6	1	1.4%
- COc1cccc(/C=C/C(=O)NNC(=O)c2ccncc2)c1OC
  100*	0%	11%	-1%	-39*	13	-8	-3	-0.2%
- COc1ccc(C(C)(C)C)cc1NC(=O)CCN1C(=O)C2CCCCC2C1=O (centres undefined)
  0	3%	5%	1%	-4	-1	2	-1	-0.5%
- CCC(=O)Nc1cc(-c2nn(CC(=O)N3CCCCC3)c(=O)c3ccccc23)ccc1N1CCOCC1
  0	-3%	-6%	-3%	1	4	6	-3	2.6%
- CCn1c(CSc2nc3ccccc3s2)nnc1SCC(N)=O
  2	4%	-5%	-1%	-3	x	-4	-3	1.2%
- CCC(C(=O)NCc1ccc(F)cc1)n1nc(C)n2c(cc3occc32)c1=O (centres undefined)
  3	1%	1%	-4%	-9	-11	-2	4	12%
- CCOC(=O)CSc1nc(C)cc(C)c1C(N)=O
  2	-2%	2%	-5%	-11	x	-2	-2	-0.1%
- COCc1cc(C)nc2sc(C(=O)OC)c(N)c12
  0	1%	0%	-2%	-20	2	-3	-1	2.4%
- Cc1ccc(-n2c(SCC(N)=O)nnc2-c2cnccn2)cc1
  0	0%	-1%	-4%	-1	-6	-8	-6	0.2%
- CC(=O)Nc1ccc(S(=O)(=O)n2cnc(C)c2)cc1
  3	0%	2%	-4%	-12	3	-7	-3	-0.2%
- Nc1ccc(-c2cc3ccccc3c(=O)o2)cc1
  x	-1%	-10%	-12%	x	x	-1	x	x
- O=C(Nc1ccc2nccnc2c1)c1ccco1
  9	0%	-1%	0%	16	1	4	x	7.8%
- COc1ccccc1NS(=O)(=O)c1ccc(C(=O)NCC(c2ccco2)N2CCCCC2)cc1 (centres undefined)
  x	1%	1%	-5%	x	x	1	x	x
- CC12CCC(C(=O)Nc3ccncc3)(CC1O)C2(C)C (centres undefined)
  2	1%	5%	-6%	4	-3	-5	-2	-0.2%

An excerpt of these results, as labelled records.
> COc1ccccc1NS(=O)(=O)c1ccc(C(=O)NCC(c2ccco2)N2CCCCC2)cc1 (centres undefined)
- D1 ag: x
- Vif-A3G inh: 1%
- Vif-A3F inh: 1%
- GRP78 ERSR act: -5%
- D1 antagonist: x
- D2 PAM: x
- LDHA block: 1
- D1 potentiator: x
- RXFP1 agonist: x

> CC12CCC(C(=O)Nc3ccncc3)(CC1O)C2(C)C (centres undefined)
- D1 ag: 2
- Vif-A3G inh: 1%
- Vif-A3F inh: 5%
- GRP78 ERSR act: -6%
- D1 antagonist: 4
- D2 PAM: -3
- LDHA block: -5
- D1 potentiator: -2
- RXFP1 agonist: -0.2%

Other structures follow:
Second line of a record – D1 ag	Vif-A3G inh	Vif-A3F inh	GRP78 ERSR act	D1 antagonist	D2 PAM	LDHA block	D1 potentiator	RXFP1 agonist
- COc1ccc(OCCn2nnc3sc4c(c3c2=O)CCCC4)cc1
  -1	x	x	x	0	0	-4	3	1.9%
- Cc1c(CC(=O)O)c(=O)oc2c(C)c(OCc3ccccc3)ccc12
  3	-5%	-10%	-4%	3	7	-4	2	7.6%
- O=C(Nc1cc(NC(=O)c2ccccc2F)ccc1Cl)c1ccccc1
  2	-3%	9%	-8%	-8	12	0	-1	1.0%
- Clc1cccc(-c2nc3ccccn3c2Nc2ccc3c(c2)OCCO3)c1
  3	-9%	-5%	-1%	1	14	8	-3	11%
- CCc1nnc(NC(=O)C2CCC2)s1
  4	2%	x	-3%	-13	-10	-1	6	1.5%
- Cc1ccc(C2(C)NC(=O)N(CC(=O)Nc3ccc(S(=O)(=O)Nc4nccs4)cc3)C2=O)cc1 (centres undefined)
  0	0%	-7%	-5%	-13	31*	-7	-7	-0.3%
- Cc1c(Cl)c([N+](=O)[O-])nn1CC(=O)NCC(C)C
  0	-2%	-1%	-2%	-8	-1	-2	5	-0.9%
- COc1ccc(N2CCC(CNC(=O)Nc3ccccc3)C2)cc1 (centres undefined)
  8	3%	-3%	-1%	16	0	29	-4	-3.6%
- COc1ccc(N2C(=O)C3CCCN3C2c2cc(OC)c(OC)cc2OC)cc1 (centres undefined)
  3	-1%	1%	0%	-6	-4	2	-6	0.2%
- O=C1NCCCN1C1OC(CO)C(O)C1O (centres undefined)
  x	-3%	0%	-5%	x	x	-6	x	x
- Oc1ccccc1/C=N/n1c2ccccc2c2ccccc21
  2	0%	5%	0%	-8	10	2	0	-4.3%
- CCN1C(=O)C(CC(=O)NC2CCCCC2)N(CC)C1=O (centres undefined)
  2	1%	-3%	-3%	10	1	-6	-21	1.8%
- CCOC(=O)c1cccc(NC(=O)CCc2c(C)nc3ncnn3c2C)c1
  3	-1%	2%	-3%	-15	0	0	0	1.9%
- Clc1cccc(-c2ccnc3nc(-n4cccc4)nn23)c1
  1	1%	-3%	1%	7	3	-18	-8	2.8%
- Cc1c(NC(=O)CSc2nnc(-c3ccncc3)n2C)c(=O)n(-c2ccccc2)n1C
  x	3%	-2%	-5%	x	x	2	x	x
- CN(C)CCSc1nc(O)c(-c2ccccc2)c(=O)n1-c1ccccc1
  0	2%	11%	-3%	7	8	-3	-3	2.2%
- C#CCNC(=O)C1=C[C@H](c2ccc3c(c2)OCO3)C[C@H](OCc2ccc(CO)cc2)O1
  -2	-7%	3%	0%	-4	2	1	-2	0.0%
- CC(C)(C)NC(=O)CSc1nsc(SCC(=O)NC(C)(C)C)c1C#N
  5	1%	6%	-5%	-25	-8	-11	-2	1.6%
- CCn1c(SCC(=O)Nc2cccc(NC(=O)c3ccco3)c2)nnc1-c1cccs1
  0	-2%	-4%	-2%	10	1	-15	-6	0.0%
- CSC1=NC2(CC(c3ccccc3)Oc3cc(O)ccc32)CC(C)(C)N1 (centres undefined)
  167*	0%	2%	-3%	30	-9	4	8	-0.1%
- CCN(CC)S(=O)(=O)c1ccc(N2CCOCC2)c(NC(=O)CCC2CCCCC2)c1
  4	0%	-6%	0%	-4	10	-1	-2	-1.1%
- CCc1nn(CC(=O)NCCc2ccc(SC)cc2)c(=O)c2cc3sccc3n12
  -1	2%	-3%	-2%	-19	0	-25	1	8.5%
- O=C1CCCN=C(Nc2ccc(F)c(Cl)c2)S1
  12	-3%	-22%	2%	-13	10	-2	2	-1.7%
- COc1ccc(CN2C[C@H]3CON(C)[C@H]3C[C@H]2c2ccc(-c3cccc(F)c3)cc2)cc1
  x	3%	0%	-1%	x	x	-2	x	x
- CC(NC=O)c1nc2ccccc2n1CCc1ccccc1 (centres undefined)
  4	-1%	6%	2%	13	-1	-1	6	3.4%
- Cc1cc(C(=O)N/N=C\C(Br)=C\c2ccccc2)c(C)o1
  4	u	-14%	-5%	-5	-5	-6	-1	-0.4%
- O=C(Nc1nccs1)c1ccc(-c2ccccc2Cl)o1
  2	-6%	-4%	7%	-3	10	-5	0	0.1%
- Cc1ccccc1C(=O)Nc1nnc(S(=O)(=O)N2CCCCCC2)s1
  9&2	-2%	-9%	6%	-8&-14	-2&6	-4&-8	-5&1	5.3%&-1.9%
- Cn1c(=O)c(-c2ccccc2)nc2ccccc21
  0	-11%	-6%	3%	-6	4	-8	-2	0.9%
